NS5 inhibitors: flavivirus cap methylation enzyme inhibition – biochemical, confirmation dose response, primary screen (AID 588689); Dengue-2 NS5 methyltransferase capping enzyme assay, biochemical; higher % means a stronger effect; inhibition, % at 25 µM; hits with a dose series show IC50 in µM; actives 0.3% (n = 340,000); in the data active = a potency from the dose series
NTR1 agonist: NTR1-driven beta-arrestin-GFP spot formation – imaging, U2OS cells, high content, primary screen (AID 493036). P30989. agonist mode. activation, % at 20 µM. actives 0.17% (n = 330,000);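 active = activation at or above 40% of the spot to cytoplasm intensity ratio, with at least 20 cells analyzed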;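 also: 0% = DMSO without peptide and 100% = 100 nM NTR1 peptide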
Target sequence (P30989 whole entry, looked up): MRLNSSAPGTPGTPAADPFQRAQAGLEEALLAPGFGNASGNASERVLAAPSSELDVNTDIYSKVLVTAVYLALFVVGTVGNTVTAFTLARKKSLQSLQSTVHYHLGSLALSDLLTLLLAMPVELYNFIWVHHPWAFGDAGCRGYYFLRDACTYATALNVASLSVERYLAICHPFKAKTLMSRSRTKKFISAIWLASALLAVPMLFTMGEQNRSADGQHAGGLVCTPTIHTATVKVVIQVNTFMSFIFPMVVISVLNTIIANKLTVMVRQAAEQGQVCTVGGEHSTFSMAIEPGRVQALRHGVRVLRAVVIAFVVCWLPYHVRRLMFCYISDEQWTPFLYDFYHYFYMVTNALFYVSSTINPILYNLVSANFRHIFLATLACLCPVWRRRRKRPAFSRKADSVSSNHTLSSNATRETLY
UTI89 phage lysis: protection from phage-mediated lysis, alamar blue read-out – E. coli UTI89, K1F phage, bacterial capsule biogenesis inhibitors (AID 488966) | E. coli UTI89 K1F phage lysis, alamar blue, 2 h; higher % means a stronger effect | inhibition, % at 100 µM, or IC50 in µM where a hit was titrated | actives 0.02% (n = 340,000);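 active = phage lysis inhibition, versus mean bacterial control, above a set limit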;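 also: capsule biogenesis inhibitors block K1F phage lysis so surviving cells raise fluorescence; higher fluorescence means more inhibition of phage lysis; actives were called in the ten point dose series up to 300 µM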
NTR1 agonist cell count 20 µM: also measured in NTR1 agonist; calls as there; cell count; measured here: cell count, cytotoxicity flag
NS5 inhibitors pilot replicate: further read-out of NS5 inhibitors, marked with its call; inhibition, %; measured here: pilot screen replicate inhibition
* marks the source's active call; other numbers are inactive results; [ ] = remark or other dose. Some of the compounds tested; rates above refer to the full screens.

SMILES	NS5 inhibitors	NTR1 agonist	NTR1 agonist cell count 20 µM	UTI89 phage lysis	others
CON(C)C(=O)CC(CN(Cc1ccccc1)C(=O)OC(C)(C)C)c1ccc(Cl)cc1 (configuration not stated)	-2.3%	2.2	52	-0.1%	NS5 inhibitors pilot replicate=3.3
CC1(c2ccc(Cl)cc2)NC(=O)N(CC(=O)N2CCN(S(=O)(=O)c3ccccc3)CC2)C1=O (configuration not stated)	0.0%	0.5	68	0.4%[50 µM]
CC(C)C(NC(=O)c1ccccc1)C(=O)OCC(=O)N1CCCCC1 (configuration not stated)	3.0%	-1.2	61	0.7%[50 µM]
O=C(Nc1ccc(F)cc1F)c1ccc(S(=O)(=O)NCc2ccco2)cc1	-0.4%	-1.5	65	1.1%[50 µM]
CCCCN(C(=O)COC(=O)CSc1ccc([N+](=O)[O-])cc1)c1c(N)n(CCC)c(=O)[nH]c1=O	-8.1%	-1.3	49	0.4%[50 µM]
CCCCN(Cc1nc2ccccc2c(=O)[nH]1)C(=O)CN1C(=O)NC2(CCCCC2)C1=O	-12.1%	2.3	55	0.2%[50 µM]
CCOC(=O)c1ccc(N[C@@H]2CCN3C(=O)c4ccccc4[C@@H]3C[C@H]2O)cc1	-1.0%	-0.3	65	0.3%	NS5 inhibitors pilot replicate=-0.6
COC1=CC(=O)C(O)=C(CCCCCCC/C=C/CCCCCCCC2=C(O)C(=O)C=C(OC)C2=O)C1=O	10.8µM*	1.1	84	0.6%
COc1ccc(C(=O)NNC(=O)CCc2nc3ccccc3c(=O)[nH]2)cc1	-7.2%	1.3	60	-0.8%
CCOc1ccc(S(=O)(=O)NCCC(=O)N(C)Cc2cccs2)cc1	-1.6%	0.6	62	0.4%[50 µM]
CCN(C(=O)COC(=O)c1ccccc1SCC(=O)N1CCCC1)C1CCS(=O)(=O)C1 (configuration not stated)	3.6%	1.4	74	1.1%[50 µM]
Cn1c(=O)c2c(nc(CN3CCN(c4cccc(Cl)c4)CC3)n2CCc2ccccc2)n(C)c1=O	0.0%	12.6	59	-0.1%
CCCOc1ccc(C(F)(F)F)cc1NS(=O)(=O)c1ccc(Cl)nc1	-1.4%	2.8	57	0.5%[50 µM]
COc1ccc(C)cc1C(=O)CCC(=O)N1CCN(c2ccccc2F)CC1	-4.4%	-0.2	64	0.5%[50 µM]
CNC(C)C#Cc1ccc2oc3cc(C)c(C)cc3c(=O)c2c1 (configuration not stated)	-16.4%	12.2	92	2.4%
Cc1ccc(CNC(=O)COC(=O)c2nc(-c3ccccc3)oc2C)cc1	-11.4%	0.8	51	0.2%[50 µM]
CCC(CO)Oc1cc(NC(=O)c2ccccc2)c2ncn(C(C)C)c2c1 (configuration not stated)	-0.8%	1.8	58	2.5%
CC(=O)c1ccccc1NS(=O)(=O)c1ccc2c(c1)CC(=O)N2	-5.1%	1.0	74	-0.1%
CC(=O)C[C@@H](O)CC(=O)[C@H]1OC(=O)CC/C=C\Cc2ccccc21	-9.9%	-0.3	47	0.4%
CC(C)(C)c1ccc(C(=O)Nc2cccc(S(=O)(=O)NC3=NCCC3)c2)cc1	0.0%	1.0	49	-0.1%[50 µM]
O=C(/C=C/c1ccccc1[N+](=O)[O-])Nc1cccc(S(=O)(=O)NC2=NCCCCC2)c1	-9.9%	-1.8	57	0.2%
O=C(NCC(c1ccco1)N1CCc2ccccc2C1)c1ccccc1 (configuration not stated)	-6.5%	0.9	50	1.1%[50 µM]
CN(CCc1ccccc1)C(=O)c1cccc(NC(=O)Cc2ccc([N+](=O)[O-])cc2)c1	-9.2%	-1.5	56	2.7%
CC1(C)Cc2cccc(OCC(=O)OCc3nnc(-c4ccc([N+](=O)[O-])cc4)o3)c2O1	6.6%	1.1	57	0.1%[50 µM]
CCOC(=O)c1c(C)[nH]c(C(=O)OCC(=O)Nc2ccccc2)c1C	5.4%	1.0	54	0.6%[50 µM]
CCN(CC(=O)Nc1c(F)cccc1F)C(=O)CCCNC(=O)c1ccc(Cl)cc1	-5.0%	0.7	69	0.7%[50 µM]
O=C(NCC(c1ccco1)N1CCCC1)c1cc(S(=O)(=O)N2CCCCC2)ccc1Cl (configuration not stated)	-8.8%	-0.2	66	0.1%[50 µM]
O=C(O)c1cccc(Nc2nc3ccccc3nc2NS(=O)(=O)c2ccc(F)cc2)c1	8.8%	-0.5	46	-0.5%[50 µM]
Cc1ccc(S(=O)(=O)Nc2ccc3c(c2)C(=O)N([C@H](C)CO)C[C@H](C)[C@@H](CN(C)C(=O)Nc2ccc(C(F)(F)F)cc2)O3)cc1	-8.6%	12.4	51	0.2%	NS5 inhibitors pilot replicate=-8.3
COc1ccc(OC)c(NC(=O)c2cc3c(cc2Cl)N2CCCCCC2=NS3(=O)=O)c1	-1.9%	4.3	70	-1.0%
N#Cc1ccc(C(=O)NC(=S)NC2CCCCC2)cc1	4.5%	4.3	62	0.5%[50 µM]
O/N=C/c1cc(Br)ccc1OCc1ccc(F)cc1	-7.1%	6.2	58	-8.4%
COc1ccc(S(=O)(=O)Nc2cc3c4c(c2)CCN4C(=O)CC3)cc1	1.4%	-0.3	66	0.2%[50 µM]
CCCCN(C(=O)C1=NN(c2cc(C)ccc2C)C(=O)CC1)c1c(N)n(CCC)c(=O)[nH]c1=O	3.8%	-1.3	56	0.7%[50 µM]
O=C(COC(=O)c1ccc(S(=O)(=O)N2CCCCCC2)cc1)NCc1ccc(F)cc1	-2.2%	2.0	67	1.5%[50 µM]
CCS(=O)(=O)Nc1ccc(C2=NN(C(=O)c3ccco3)C(c3ccc(Cl)o3)C2)cc1 (configuration not stated)	-9.3%	4.9	38	-0.8%
Cc1cccc(NC(=O)CNC(=O)c2cc(C3CC3)nn2-c2ccccc2)c1C	-2.9%	-1.2	43	0.2%[50 µM]
CC(=O)Nc1ccc(C(=O)OCC(=O)NCc2ccc3c(c2)OCO3)cc1	-1.6%	-0.8	49	0.1%
COc1ccc(OC)c(-c2nnc3n2N=C(c2ccc(OC)c(OC)c2)CS3)c1	0.0%	0.3	54	-0.8%
O=C(CCN1C(=O)c2ccccc2S1(=O)=O)Nc1cccc(F)c1	5.0%	1.7	54	0.3%[50 µM]
Cc1cc(NC(=O)C(C)SCC(=O)OCC(=O)Nc2c(C)cccc2C(C)C)no1 (configuration not stated)	-8.1%	3.4	54	0.5%[50 µM]
CCO[C@H]1OC(C(=O)NCc2nc3ccccc3[nH]2)=C[C@@H](c2cn(C(C)=O)c3ccccc23)[C@@H]1CCCO	-8.0%	2.4	109	1.0%
CCCC[C@@H]1CNCCN1CCc1cccc2ccccc12	4.0%	2.6	85	7.2%
CCOC(=O)C1=C(C)NC(C)=C(C(=O)OCC)C1C(=O)OCC(=O)NCCc1ccccc1	6.2%	2.9	69	-0.8%
COc1ccc(-c2ccc(-c3cc(=O)oc4cc(OC)c(OC)c(OC)c34)cc2)cc1OC	1.0%	3.8	69	-0.1%	NS5 inhibitors pilot replicate=0.0
CCNC(=O)N1CCN(S(=O)(=O)c2ccc3c(c2)OCCCO3)CC1	1.5%	-1.6	60	0.4%[50 µM]
Cc1ccc(N(Cc2ccccc2)C(=O)c2cc(S(=O)(=O)N3CCOCC3)ccc2Cl)cc1	2.9%	2.8	46	0.0%[50 µM]
O=C(NCC1CC1)c1ccc2c3n(nc2c1)-c1ccc(Cl)cc1CO3	-4.7%	1.3	97	-1.5%
NC(=O)C1CCN(c2nc(-c3cccnc3)cs2)CC1	-3.4%	-0.9	51	1.0%
O=C(CN1C(=O)NC2(CCCCCC2)C1=O)N1CCN(c2ccccc2)CC1	-1.9%	0.9	44	0.4%[50 µM]
CCOc1ccc2oc(C(=O)N(CC)CC(=O)Nc3ccc(NC(C)=O)cc3)c(C)c2c1	8.4%	-2.8	106	0.4%[50 µM]
CC(=O)c1c(C)[nH]c(C(=O)OCC(=O)N(CC(C)C)C2CCS(=O)(=O)C2)c1C (configuration not stated)	-2.9%	-0.5	56	1.1%[50 µM]
CC(C)(C)OC(=O)[C@H](Cc1ccccc1)NC(=O)c1nc[nH]c1C(=O)N[C@@H](CCCCN)C(=O)OC(C)(C)C	-6.1%	10.7	62	1.3%
C[C@@]12C(=O)Nc3ccc(Br)cc3C(=O)N1[C@H]1c3cc(Br)ccc3OC[C@@H]1[C@@H]2c1ccccc1	3.6%	-3.8	102	-1.8%
COC(=O)[C@@H](N)Cc1ccc(O)c(O)c1	-6.0%	2.0	61	8.8%
CCOC(=O)c1c2c(n(C)c1C)C(=O)C(=O)c1ccc(Br)cc1-2	18.8%	0.2	94	1.9%
COc1ccc(COC(=O)c2cc([N+](=O)[O-])ccc2N2CCOCC2)cc1F	-2.9%	3.9	66	0.8%[50 µM]
CCCCN(C(=O)C1=COCCO1)c1c(N)n(CCCC)c(=O)[nH]c1=O	-1.4%	0.7	44	1.7%[50 µM]
Clc1ccccc1-c1ccc2ncnc(NCc3cccnc3)c2c1	-16.2%	-1.3	58	-0.2%
COc1ccc2c(c1)[C@H]1[C@H](CO2)[C@H](c2ccccc2)[C@]2(C)C(=O)N(Cc3ccc(C)cc3)CC(=O)N12	-0.7%	8.2	51	1.2%
(further entries)
SMILES	NS5 inhibitors	NTR1 agonist	NTR1 agonist cell count 20 µM	UTI89 phage lysis	others
CC[C@H](C)[C@H](NC(=O)OCc1ccccc1)C(=O)OCC(=O)Nc1ccc(N2CCOCC2)cc1	0.7%	0.8	51	0.0%[50 µM]
CC(C)n1c(SCC(=O)Nc2nc3ccccc3s2)nc2c1c(=O)n(C)c(=O)n2C	-0.7%	6.2	62	1.7%
COc1ccc(CC(=O)OCC(=O)N(C)C2CCS(=O)(=O)C2)cc1OC (configuration not stated)	2.2%	-1.4	57	0.3%[50 µM]
CC1CCN(C(=O)COC(=O)Cn2cnc3ccccc32)CC1	-0.8%	-0.1	66	3.6%
CCCCn1c(SC(C)C(=O)NCC2CCCO2)nc2cc(C(=O)OC)ccc2c1=O (configuration not stated)	-5.1%	3.2	62	0.9%[50 µM]
Nc1ccc(O)c([N+](=O)[O-])c1	0.0%	-2.2	77	1.3%
COc1ccc(C(=O)OCC(=O)NCC2CCCCC2)cc1F	-8.7%	0.1	71	-0.2%[50 µM]
Cc1cc(NC(=O)C(C)SCC(=O)Nc2nc3c(F)cc(F)cc3s2)no1 (configuration not stated)	7.4%	1.2	53	1.0%[50 µM]
Cc1ccc(C(=O)CCC(=O)Nc2ncccc2O)cc1	-7.4%	0.7	68	1.1%[50 µM]
CC(=O)Nc1sc(C)c(C)c1C(=O)OCC(=O)Nc1ccc(S(N)(=O)=O)cc1	12.8%	0.4	60	-0.9%
Cc1cc(C(C)(C)C)cc(C)c1CCNC(=O)c1c(C)noc1C	4.3%	3.6	77	0.6%[50 µM]
CCc1nc2sc(C#N)c(N)c2c2c1CCCC2	-4.8%	4.4	73	0.9%
CCOC(=O)c1ccc(N=c2sc(C(=O)OC)cc(=O)n2C2CC2)cc1	-12.8%	1.6	85	1.8%
CC(C)(C)c1ccc(C(=O)N2CCN(C(=O)c3cccs3)CC2)cc1	3.1%	4.2	60	-1.5%
C[C@H](CO)N1C[C@H](C)[C@@H](CN(C)C(=O)Nc2ccccc2)Oc2ccc(NS(=O)(=O)c3ccccc3)cc2C1=O	1.2%	-1.3	48	1.3%
CC(C)(C)c1ccc(OCCC(=O)OCC(=O)N2c3ccccc3NC(=O)C2(C)C)cc1	1.4%	32.9	87	-1.0%[50 µM]
Cc1cc(NC(=O)CSCC(=O)OCC(=O)c2cccc(Br)c2)no1	-15.3%	-0.4	70	0.5%[50 µM]
CSCCC(NC(=O)c1ccc(Cl)cc1Cl)C(=O)N1CC(C)OC(C)C1 (configuration not stated)	0.0%	-1.7	58	0.5%[50 µM]
O=C(OCCc1cc2ccccc2c(=O)o1)c1ccccc1C(F)(F)F	-2.4%	2.0	52	-0.3%
CC(C)(C)OC(=O)NCCCCCNC(=O)c1[nH]cnc1C(=O)Nc1ccc(Cl)cc1	-6.8%	47.5*	46*	2.2%
O=C(OCC(=O)c1ccc[nH]1)c1cncc(Br)c1	5.5%	0.9	63	0.5%[50 µM]
Cc1ccc(CSCC(=O)N(C)CC(=O)Nc2cccc(F)c2)cc1	-10.4%	2.6	63	0.7%[50 µM]

Compound activity deposited in PubChem by several laboratories.
